NCI-60 one-dose screen, 48 h, at 10 µM unless noted. Numbers give growth in % (100 = growth as untreated, 0 = no growth, -100 = all killed).
HCT-15: HCT-15 colon cancer | 82,000 tested, 5.2% active | AID 1794746
HT29: HT29 colon cancer. 81,000 tested, 7.4% active
A498: A498 renal cancer cells. 76,000 tested, 5.4% active. AID 1794774
COLO 205: COLO 205 colon cancer | 79,000 tested, 7.3% active | AID 1794742
SW-620: SW-620 colon cancer. 82,000 tested, 5.2% active
SNB-75: SNB-75 CNS cancer. 79,000 tested, 5% active
HCT-116: HCT-116 colon cancer; 82,000 tested, 7.3% active
KM12: KM12 colon cancer cells. 82,000 tested, 5% active
HCC-2998: HCC-2998 colon cancer; 79,000 tested, 4.7% active; AID 1794799
An asterisk follows results filed as active; / = not tested or not shown; & = joins results of further samples. Rule for the calls: active = growth percent below 10; inactive = the rest.

SMILES	HCT-15	HT29	A498	COLO 205	SW-620	SNB-75	HCT-116	KM12	HCC-2998
Cc1ccc(S(=O)(=O)N(c2cc(C(C)(C)C)nn2C)S(=O)(=O)c2ccc(C)cc2)cc1	82	92	/	101	97	92	67	92	92
O=C1Nc2ccccc2/C1=N/N=C/c1ccco1	92	101	110	94	93	78	83	94	103
COc1ccc2c(c1)c(-c1nnc(-c3cn(C)c4ncccc34)o1)cn2C	53	56	53	92	88	65	63	79	94
Nc1nc(-c2ccc(Cl)cc2)nn1-c1nc2ccccc2s1	89	67	69	104	74	46	36	91	103
CC(=O)N1C(=S)NC(=O)C1Cn1c(-c2ccccc2)nc2ccccc21 (configuration not stated)	98	107	71	108	103	76	90	100	110
C=CC(=O)CC1(C(=O)OC)NC(=S)NC(=O)C1C#N (configuration not stated)	108	101	99	115	105	106	99	103	106
CCCCCCCCC(=O)c1c(OC)oc(C=O)cc1=O	101	108	89	116	99	111	100	104	118
CC(C)c1ccc(C(C(C(=O)c2ccccc2)N2CCOCC2)N2CCOCC2)cc1 (configuration not stated)	110	103	111	104	111	85	99	119	/
N#Cc1ccc(NC(=O)Nc2cccc(C#N)c2)cc1	67	97	86	160	96	98	83	102	95
CCOC(=O)CC(=O)N1CCSC1COc1ccccc1OC (configuration not stated)	109	104	87	113	108	96	108	111	108
Cn1cc(C=O)c2ccccc21	103	100	95	104	95	80	102	102	100
N#CC1=C(N)Oc2c(c(=O)[nH]c3ccccc23)C12C(=O)c1cccc3cccc2c13 (configuration not stated)	110	107	115	106	102	93	98	103	117
COc1cc2c(cc1OC)/C(=C/c1sc(=S)[nH]c1O)C(C(=O)O)=N2	106	96	/	112	108	110	100	104	105
Cc1ccc(-c2c3c(N)c4c(nc3nc3c2c(C)nn3-c2ccccc2)CCC4)cc1	15	4.0*	107	-74*	6.4*	105	-73*	80	100
O=C1CCC(c2ccccc2)O1 (configuration not stated)	99&102	122&91	85&78	101&106	97&94	104&78	100&94	99&104	108&101
Nc1ccc(C(=O)Nc2ccc(N=Nc3ccc(S(=O)(=O)O)cc3)cc2)cc1	99	103	/	107	98	88	97	101	107
COc1cc(C2CC(c3cc(OC)c(OC)c(OC)c3)=Nc3c(C)nn(-c4ccccc4)c3N2)ccc1Oc1ccnc2cc(Cl)ccc12 (configuration not stated)	78	70	61	81	80	50	65	87	86
CCOC(=O)C1CCNC(=O)C1=O (configuration not stated)	111	/	110	114	108	101	107	109	104
COc1ccc(-c2nsc3c2NC(=O)CC3c2cccc(OC)c2)cc1 (configuration not stated)	26	8.6*	27	-12*	27	-18*	29	36	57
Cc1cc(C2=NN(C(=O)c3ccccc3)C(c3ccc[nH]3)C2)ccc1-n1ccc(C(F)(F)F)n1 (configuration not stated)	93	91	/	114	102	92	98	97	113
COc1ccccc1NCc1cccn1Cc1ccccc1	105	109	110	125	113	112	105	102	101
O=C(Nc1ccccc1F)Nc1ccccc1Cl	106	91	86	137	96	86	101	83	99
O=C(O)c1ccc(Cn2c(=O)[nH]c(=O)n(Cc3ccc(Cl)cc3)c2=O)cc1	95	103	99	110	101	65	103	110	114
NNC(=O)C1CC2c3ccccc3C1c1ccccc12 (configuration not stated)	111	104	129	/	108	91	108	115	101
COc1ccc(-c2cc(C(=O)N3N=C(c4ccc(N)cc4)CC3c3ccc(OC)cc3)c3cc(OC)ccc3n2)cc1 (configuration not stated)	22	26	71	96	30	70	7.8*	22	92
COc1ccc(C/C(C)=C(\c2ccc(Cl)cc2)c2ccc(OCCN3CCCC3)cc2)cc1	40	20	110	48	75	89	79	72	76
COc1cc2nccc(Oc3ccc(NC(=O)C4(C(=O)Nc5ccc(F)cc5)CC4)cc3)c2cc1OC(=O)c1ccc(N)cc1	26	1.0*	64	-37*	33	-35*	23	12	26
Brc1cc2c(cc1C1SCCS1)OCO2	107	105	112	110	105	/	102	103	103
COc1ccc(-c2nc(SCCCCCCC(=O)NO)[nH]c(=O)c2C#N)cc1	106	105	110	124	110	115	105	106	103
COC(C)(C)C1CCC(C)=CC1c1cc(O)ccc1O (configuration not stated)	104	117	107	131	119	96	108	114	122
CCOC(=O)CC1(C)Nc2ccccc2-c2ccnn21 (configuration not stated)	95	103	116	100	102	97	89	105	105
COc1cc(-n2ncc3cc(N)ccc32)cc(OC)c1OC	90	100	97	103	106	97	85	96	113
NC1=NN(c2ccccc2)C2=NC(=O)NC(c3ccc(Cl)cc3)C12 (configuration not stated)	92	102	86	114	86	87	88	97	109
COC(=O)Cc1cc(O)cc2oc(-c3cc(OC)ccc3OC)cc(=O)c12	98	104	90	123	108	85	93	95	111
Cc1ccc(-n2c(-c3ccccc3)c(-c3ccccc3)c3c(SCC(=O)n4nc(C)cc4C)ncnc32)cc1	88	94	71	99	91	/	78	86	94
NC(N)=NS(=O)(=O)c1ccc(N=C2C(=O)Nc3ccccc32)cc1	120	105	116	115	124	82	106	101	101
COc1cc(/C=N/NC(=O)c2ccccc2Nc2cccc(C(F)(F)F)c2)ccc1O	86	113	77	106	101	107	67	79	91
O=[N+]([O-])c1cccc(Nc2n[nH]c(-c3ccccc3)n2)c1	73	99	54	97	85	38	72	41	104
CCCCCCCC/C=C\CCCCCCCCOc1ccccc1CCOP(=O)(O)OCC[N+](C)(C)C	47	11	83	58	68	55	27	22	74
NC(=O)c1cccc(NC(=O)c2ccco2)c1	102	106	/	111	104	88	107	103	104
COC(=O)C(Cc1cnc[nH]1)N1CC(=O)N2[C@@H](c3ccccc3)SC[C@H]2C1=O (some centres not stated)	107	104	96	124	108	120	103	108	100
CC(C)(C)OC(=O)CC(S(=O)(=O)c1ccccc1)S(=O)(=O)c1ccccc1	78	104	102	-98*	-64*	99	82	100	106
CC/C(Cc1ccccc1)=C(\c1ccc(OCCN2CCCCC2)cc1)c1ccc(OC(C)=O)cc1	78	71	89	88	109	92	88	89	66
COc1cc(/C=C/C(=O)C2=C(/C=C/c3ccc(O)c(OC)c3)NC(=O)NC2c2ccc(O)c(OC)c2)ccc1O (configuration not stated)	97	54	101	/	94	66	73	101	119
O=C(CCCCCCN1CC(=O)N2[C@@H](c3cccc(Br)c3)c3[nH]c4ccccc4c3C[C@H]2C1=O)NO	69	15	49	7.3*	15	/	8.4*	28	42

Structures above that have a COOH group:
SMILES	HCT-15	HT29	A498	COLO 205	SW-620	SNB-75	HCT-116	KM12	HCC-2998
COc1cc2c(cc1OC)/C(=C/c1sc(=S)[nH]c1O)C(C(=O)O)=N2	106	96	/	112	108	110	100	104	105
O=C(O)c1ccc(Cn2c(=O)[nH]c(=O)n(Cc3ccc(Cl)cc3)c2=O)cc1	95	103	99	110	101	65	103	110	114

Next compounds follow:
SMILES	HCT-15	HT29	A498	COLO 205	SW-620	SNB-75	HCT-116	KM12	HCC-2998
COC(=O)c1oc2c(C(=O)/C=C/c3ccc(OC)cc3)c(OCCN3CCOCC3)ccc2c1C	-57*	-20*	-48*	-21*	-97*	-27*	-74*	-10*	24
O=CN1CCc2ccc([N+](=O)[O-])cc21	100	101	/	110	104	86	97	104	99
CCc1cc(CC)c(C(C)=O)c(CC)c1	102	104	102	114	102	104	105	102	95
CC(/C=C1\SC(=S)N(CCC(=O)NC(Cc2c[nH]c3ccccc23)C(=O)O)C1=O)=C\c1ccccc1 (configuration not stated)	109	124	121	125	118	/	100	104	113
O=C1Nc2c3c(nn2N=Nc2ccccc21)CCCC3	89	102	97	130	114	88	106	103	/
c1ccc(-c2nc(N3CCNCC3)c3nc(-c4ccccc4)oc3n2)cc1	-81*	-87*	81	-84*	-79*	/	-89*	-86*	-90*
CCCCOc1ccc(NC(=O)n2nc(NC(C)=O)c3cc(NC(C)=O)ccc32)cc1	89	86	105	121	121	114	89	111	101
CCCCCCCCCCCCCCCC[N+](C)(C)CCCNS(=O)(=O)c1cccc(C(F)(F)F)c1	108	116	110	118	105	101	108	100	113
COc1ccc(NC(=O)Nc2cc(-c3ccc(OC)cc3)on2)cc1	99	103	84	114	102	94	103	98	107
S=c1sc2ccccc2n1CN1CCCCC1	102	101	97	103	90	78	102	98	116
COc1cc(-c2ccc(N=Nc3c(O)c(C(=O)Nc4ccccc4OC)cc4ccccc34)c(OC)c2)ccc1N=Nc1c(O)c(C(=O)Nc2ccccc2OC)cc2ccccc12	101	108	78	/	92	75	82	95	98
CSc1c(-c2nc3ccccc3s2)c(N)nc2c(C#N)c(Nc3ccc(Cl)cc3)nn12	98	105	/	107	104	97	96	103	104
C=C(C)[C@@H]1CC[C@]2(C(=O)O)CC[C@]3(C)[C@H](CC[C@@H]4[C@@]5(C)CCCNC(C)(C)[C@@H]5CC[C@]43C)[C@@H]12	86	79	/	80	104	96	74	76	99
CN(/C(N)=N/N=C/c1c2ccccc2cc2ccccc12)C1CCCCC1	25	18	50	-55*	59	57	16	60	-70*
c1ccc(C(CC2CCCCC2)c2ccc3ccccc3c2)cc1 (configuration not stated)	101	83	117	100	100	104	79	93	87
C=CCOC(=O)C1=C(C)NC2=C(C(=O)CC(C)(C)C2)C1c1ccc(O)c(OC)c1 (configuration not stated)	106	104	99	105	101	82	93	100	114
O=C(CSc1nccc(Nc2ccc(S(=O)(=O)Nc3nccs3)cc2)n1)c1ccc([N+](=O)[O-])cc1	106	107	115	111	101	107	103	103	110
COC(=O)[C@H](Cc1c[nH]c2ccccc12)NC(=O)CCCCOc1cc(O)c2c(=O)cc(-c3ccccc3)oc2c1	82	107	105	148	114	103	82	100	105
CC1(C)CC[C@]2(CO)CC[C@]3(C)[C@H](CC[C@@H]4[C@@]5(C)CCC(=O)NC(C)(C)[C@@H]5CC[C@]43C)[C@H]2[C@H]1O	105	97	119	119	109	93	101	105	109
O=C(O)c1cn(C2CC2)c2cc(N3CCN(C(=O)CCCN4C(=O)S/C(=C\c5ccc([N+](=O)[O-])cc5)C4=O)CC3)c(F)cc2c1=O	114	113	70	115	98	58	105	101	118
Nc1ncc(C#Cc2cncc(NC(=O)c3cncc(C(F)(F)F)c3)c2)c2cccnc12	91	62	83	82	83	113	60	33	83
OC[C@@H](O)[C@@H](O[C@@H]1O[C@H](CO)[C@H](O)[C@H](O)[C@H]1O)[C@H](O)[C@@H](O)CO	106	108	92	117	98	105	110	112	101
CCOC(=O)C1=C(C)NC(SCc2cc(=O)oc3ccc4ccccc4c23)=N[C@@H]1c1cccc2ccccc12	99	91	/	94	105	106	87	88	105
O=C1c2cc(I)ccc2Oc2cc([N+](=O)[O-])ccc2N1c1ccc(I)cc1F	96	103	98	123	94	83	97	104	101
Cc1oc(-c2cccc(C(F)(F)F)c2)cc1C(=O)Nc1nccs1	94	95	91	111	97	83	59	94	101
CCCCNc1cc(-c2cn[nH]c2-c2cc(C)cc(OC)c2)nc(-c2cccnc2)n1	83	95	64	100	107	76	92	94	106
Fc1ccc(-c2csc(N/N=C/c3cccs3)n2)cc1	87	106	107	122	109	76	92	97	116
O=C(c1cc2ccccc2c(=O)o1)c1cc2ccccc2c(=O)o1	97	105	87	106	97	94	104	101	114
CN(C)CCC=C1c2ccccc2C(C)(C)c2ccccc21	84	31	91	69	86	79	53	77	10
Cn1c(=O)[nH]c2nc(SC/C(=N/O)c3ccc(Cl)cc3)[nH]c2c1=O	107	104	113	/	95	98	96	105	104
O=C(Nc1ccc(Cl)cc1)Nc1cc(=O)[nH]c(SCC(=O)N2CCN(c3cc4c(cc3F)c(=O)c(C(=O)O)cn4C3CC3)CC2)n1	108	94	94	/	101	93	91	101	112
CCN(CC)S(=O)(=O)c1ccc(O)c(NC(=O)c2[nH]c(C)c(C(C)=O)c2CCc2ccc(Cl)cc2)c1	43	101	26	/	62	52	28	30	76
COc1ccc(-c2c(N)n[nH]c2-c2ccc(Cl)cc2O)cc1OC	89	111	87	113	102	91	90	83	/
C[C@H]1CC2C3CCC4=CC(=O)C=C[C@]4(C)[C@@]3(F)[C@@H](O)C[C@]2(C)[C@@]1(O)C(=O)COP(=O)(O)O (some centres not stated)	101	111	78	103	101	100	99	102	109
O=C(O)c1ccc(CN2C(=O)NC3(C2=O)c2ccccc2-c2ccccc23)cc1	99	95	83	103	98	80	94	100	120
NC(=O)COCCO	104	114	118	122	107	89	103	109	106
O=Cc1ccc(COC2CCC(=O)N2)o1 (configuration not stated)	105	103	/	107	99	104	115	97	101
COc1cccc2c1CCC1C2=NN(C(C)=O)C1c1cc(OC)c(OC)c(OC)c1 (configuration not stated)	88	100	83	115	100	68	88	94	107
NS(=O)(=O)c1cnccc1-n1ccc(=O)cc1	96	111	95	110	90	86	101	96	110

Single entries from the results shown.
NC(=O)c1cccc(NC(=O)c2ccco2)c1 @ KM12: 103
CC(/C=C1\SC(=S)N(CCC(=O)NC(Cc2c[nH]c3ccccc23)C(=O)O)C1=O)=C\c1ccccc1 (configuration not stated) @ HCC-2998: 113
COc1cc(/C=C/C(=O)C2=C(/C=C/c3ccc(O)c(OC)c3)NC(=O)NC2c2ccc(O)c(OC)c2)ccc1O (configuration not stated) @ HT29: 54
Cc1ccc(-c2c3c(N)c4c(nc3nc3c2c(C)nn3-c2ccccc2)CCC4)cc1 @ COLO 205: -74*
CN(C)CCC=C1c2ccccc2C(C)(C)c2ccccc21 @ HT29: 31

One compound at a time, as listed above.
Entry for CSc1c(-c2nc3ccccc3s2)c(N)nc2c(C#N)c(Nc3ccc(Cl)cc3)nn12 → HCT-15 = 98; HT29 = 105; A498 = /; COLO 205 = 107; SW-620 = 104; SNB-75 = 97; HCT-116 = 96; KM12 = 103; HCC-2998 = 104
Entry for NC(=O)c1cccc(NC(=O)c2ccco2)c1 → HCT-15 = 102; HT29 = 106; A498 = /; COLO 205 = 111; SW-620 = 104; SNB-75 = 88; HCT-116 = 107; KM12 = 103; HCC-2998 = 104
Entry for O=C1Nc2c3c(nn2N=Nc2ccccc21)CCCC3 → HCT-15 = 89; HT29 = 102; A498 = 97; COLO 205 = 130; SW-620 = 114; SNB-75 = 88; HCT-116 = 106; KM12 = 103; HCC-2998 = /
